HCV inhibitor = qHTS Assay for Inhibitors of Hepatitis C Virus (HCV). Huh7.5.1 HCVcc-Cre infection, luciferase reporter, 44 h. Potency, µM (doses to about 41.8 µM), inactives show at the top dose activity change, negative = inhibition, actives largely listed as inhibitors. hit rate 3.4% among 340,000. AID 651820, 2012; also: potency is read from the fitted curve at half-maximal effect
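Seed cells (1,000/well) for 4 h; treat with compound and infect with HCVcc-Cre, moi about 0.5. Incubate 44 h, then detect luciferase activity.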
HCMV antiviral = qHTS Assay for inhibitors of the human cytomegalovirus (HCMV); HFF cells, HCMV-luciferase reporter, 72 h; hits give low values; activity change, negative = inhibition, % at 57.5 µM; hit rate 4.5% among 410,000; in the data active = activity change below about -60%; inconclusive = no clear call, values can overlap the other calls; inactive = above about -39%
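Human foreskin fibroblasts infected with luciferase-reporter HCMV at MOI 1 PFU/cell, compounds at two doses. Luciferase measured 72 h post infection; normalized to buffer-only basal and Salinomycin (10uM) controls.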
AmpC detergent = qHTS Inhibitors of AmpC Beta-Lactamase (assay with detergent); hit rate 0.041% among 370,000; Potency, µM (top dose mostly 114 µM), for inactives: top-dose activity change, negative = inhibition, usual class: inhibitors; AmpC hydrolysis of nitrocefin, absorbance 480 nm, 0.01% Triton; P00811; AID 485294, 2010;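 also: potency is read from the fitted curve at half-maximal effect; 0% = no-compound wells and -100% = no-enzyme wells; nearly all actives have a fitted effect of over 25% in size; some results filed as inactive show a strong effect at the top dose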
Target sequence (P00811 whole entry, looked up): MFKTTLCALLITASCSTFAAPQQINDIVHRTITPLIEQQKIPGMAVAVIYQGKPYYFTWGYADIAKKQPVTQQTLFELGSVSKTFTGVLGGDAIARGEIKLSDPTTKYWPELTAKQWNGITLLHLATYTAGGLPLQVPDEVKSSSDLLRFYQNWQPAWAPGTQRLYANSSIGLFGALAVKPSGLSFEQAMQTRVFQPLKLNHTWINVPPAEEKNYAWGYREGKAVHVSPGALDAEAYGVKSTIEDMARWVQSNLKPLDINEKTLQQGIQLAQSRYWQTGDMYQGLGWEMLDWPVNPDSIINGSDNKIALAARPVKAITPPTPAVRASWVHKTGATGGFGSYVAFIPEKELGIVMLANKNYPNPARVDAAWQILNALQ
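AmpC (5.3 nM in the dispensed reagent) in 20 mM phosphate pH 7.0 with 0.01% (detergent screen) or 0.0001% Triton X-100 was preincubated with compounds for 15 min at room temperature. Nitrocefin was then added from an 800 uM solution, and hydrolysis was followed at 480 nm.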
AMA1-RON2 inh = qHTS for Inhibitors of AMA1-RON; Towards Development of Antimalarial Drug Lead: Primary Screen; AlphaScreen AMA1-biotinylated RON2 peptide binding; Potency, µM (titrated, usually from 58.2 µM), for the others: top-dose activity change, negative = inhibition, most hits filed as inhibitors; hit rate 0.2% among 360,000;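 also: potency is read from the fitted curve at half-maximal effect; 0% = vehicle wells and -100% = peptide control; nearly all actives have a fitted effect of over 45% in size; some results filed as inactive show a strong effect at the top dose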
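AMA1 (3D7) with his tag at 25 nM final met compounds first, then biotinylated RON2 peptide at 25 nM; detection used donor plus acceptor beads, 10 µg/mL apiece, read by AlphaScreen after 30 min at room temperature.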
FBPA Giardia inh = qHTS Assay for Inhibitors of Fructose-1,6-bisphosphate Aldolase from Giardia Lamblia; hit rate 0.71% among 290,000; Potency, µM (top dose mostly 59.6 µM), for the others: top-dose activity, negative = inhibition, usual class: inhibitors; purified Giardia FBPA; A8B2U2; also: potency is read from the fitted curve at half-maximal effect; nearly all actives have a fitted effect of over 55% in size
Target sequence (A8B2U2 whole entry, looked up): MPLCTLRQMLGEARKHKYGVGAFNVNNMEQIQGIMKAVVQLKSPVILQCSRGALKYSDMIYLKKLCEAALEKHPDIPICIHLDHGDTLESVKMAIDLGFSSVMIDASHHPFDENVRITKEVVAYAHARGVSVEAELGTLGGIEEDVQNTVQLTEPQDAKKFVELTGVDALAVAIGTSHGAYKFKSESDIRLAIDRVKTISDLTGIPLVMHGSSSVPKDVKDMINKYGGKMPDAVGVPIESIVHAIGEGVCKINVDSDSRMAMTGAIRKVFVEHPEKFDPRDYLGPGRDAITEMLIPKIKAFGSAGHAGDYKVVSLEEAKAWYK
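40 nM FBPA preincubated 10 min at RT with compound (up to 57.5 uM final), then substrate plus GAPDH/TPI/NAD/arsenate coupling and diaphorase/resazurin added. Fluorescence read after 20 min at RT, 525/598 nm.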
Sm TGR block = qHTS Assay for the Inhibitors of Schistosoma Mansoni Peroxiredoxins; purified TGR, DTNB reduction, TNB absorbance 405 nm; AID 485364, 2010; Schistosoma mansoni thioredoxin glutathione reductase (TGR), Q962Y6; hit rate 3% among 360,000; Potency, µM (titrated, usually from 114 µM), for inactives: at the top dose activity change, negative = inhibition, actives largely listed as inhibitors; also: potency is read from the fitted curve at half-maximal effect; nearly all actives have a fitted effect of over 60% in size
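Kinetic colorimetric format: TGR-catalysed, NADPH-driven DTNB reduction monitored via TNB absorbance. Enzyme dispensed at 20 nM; compound exposure 15 min at room temperature before reaction start.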
An asterisk follows results filed as active; ? = inconclusive; · = no result given; [ ] = dose if it differs, or a comment. Unless noted, calls follow the shape of the dose curve; as a rule, active = well fitted curve in the direction sought with a large enough effect; inconclusive = small, poorly fitted or top-dose-only effect, or another doubt; inactive = no such curve, though single readings can be large; an effect the other way counts as inactive or inconclusive. Unless noted, % is scaled to controls: 0 for no effect and ±100 for the full control effect.

Keys – A = HCV inhibitor; B = HCMV antiviral; C = AmpC detergent; D = AMA1-RON2 inh; E = FBPA Giardia inh; F = Sm TGR block
compound: O=C(COc1ccccc1)Nc1ccc2[nH]c(=O)[nH]c2c1
  A: 12%; B: -12; C: 0%; D: 4%; E: -13%; F: ·

compound: CCN(C(=O)CN1CCN(Cc2ccccc2)CC1)c1c(N)n(Cc2ccccc2)c(=O)[nH]c1=O
  A: ?; B: 4; C: 4%; D: 16%; E: 3%; F: 10%

compound: CC1(C)C(=O)C2(CCCCC2)C(=O)OC1c1cccs1 (stereo unspecified)
  A: 5%; B: -20; C: -9%; D: 0%; E: -1%; F: 2%

compound: COC(=O)c1cc2ccccc2n1S(=O)(=O)c1ccccc1
  A: ?; B: 7; C: -12%; D: 6%; E: 1%; F: 6%

compound: CC(=O)N1CCN(c2ccccc2NC(=O)COc2ccccc2C)CC1
  A: -14%; B: -26; C: 0%; D: -3%; E: -1%; F: ·

compound: CN1CCN(c2nc3c(c(=O)[nH]c(=O)n3C)n2Cc2ccc(Cl)cc2)CC1
  A: 6%; B: -21; C: -18%; D: 6%; E: 7%; F: -3%

compound: CN1CCN(C(=O)c2cc([N+](=O)[O-])cc([N+](=O)[O-])c2)CC1
  A: 13%; B: 26; C: 3%; D: 0%; E: 10%; F: 0%

compound: Cc1ccc(CSCCNC(=O)CN(c2ccccc2)S(C)(=O)=O)cc1
  A: 3%; B: -32; C: -2%; D: 26%; E: 4%; F: 1%

compound: Cc1cc(C)n(Cc2cccc(F)c2)c(=O)c1C#N
  A: -2%; B: -28; C: 0%; D: -1%; E: 1%; F: 3%

compound: CCN1CCc2c(sc(NC(=O)Nc3ccc(Cl)c(Cl)c3)c2C(N)=O)C1
  A: ?; B: 38; C: -6%; D: 15%; E: -11%; F: -10%

compound: CC(=O)N/C(=C/c1ccc(OS(=O)(=O)c2ccc(C)cc2)cc1)C(=O)Nc1ccc(C(=O)O)cc1
  A: 8%; B: 6; C: 2%; D: 13%; E: -1%; F: -2%

compound: Cc1cc(C(=O)N/N=C/c2ccc(Cl)c([N+](=O)[O-])c2)c(C)n1-c1ccc(F)cc1
  A: ?; B: -93*; C: -9%; D: 8%; E: ?; F: -17%

compound: Cc1cc(=O)[nH]c2ccc(S(=O)(=O)NC3CCCCC3)cc12
  A: -1%; B: 35; C: -15%; D: 1%; E: ·; F: -18%

compound: Cc1nnc(SCC(=O)NNC(=O)c2ccco2)s1
  A: 3%; B: -22; C: ?; D: 16%; E: ·; F: -14%

compound: Cc1ccsc1C(=O)OC(C)C(=O)Nc1ccc(Cl)cn1 (stereo unspecified)
  A: 3%; B: 25; C: ·; D: -14%; E: ·; F: ·

compound: COc1ccc(OC)c(C2NC(=O)NC(C)=C2C(=O)Nc2ccc(F)cc2)c1 (stereo unspecified)
  A: ·; B: 0; C: -7%; D: ·; E: ·; F: -1%

compound: C/C(=N/NC(=O)C1COc2ccccc2O1)c1ccc(Br)s1 (stereo unspecified)
  A: -23%; B: 59; C: 6%; D: -2%; E: -4%; F: 1%

compound: CCCn1c(=O)c2sccc2n2c(CCCC(=O)N3CCN(c4ccc(OC)cc4)CC3)nnc12
  A: ·; B: ?; C: 2%; D: ·; E: ·; F: -8%

compound: CN1CCN(CCCNC(=O)c2cn(C)c3ccc(S(=O)(=O)N(C)C)cc3c2=O)CC1
  A: 14%; B: 11; C: 0%; D: -3%; E: 6%; F: -21%

compound: COc1ccc(/C=C/C(=O)O)cc1COc1ccccc1C
  A: 22%; B: -35; C: -15%; D: -7%; E: ?; F: -7%

compound: O=C(Cc1cccs1)Nc1cccc(-c2nc3ccccc3o2)c1
  A: ?; B: ?; C: -15%; D: -10%; E: 0%; F: -8%

compound: Cn1ccc(C(=O)N/N=C/c2ccccc2[N+](=O)[O-])n1
  A: 15%; B: 72; C: 7%; D: 15%; E: -17%; F: 0%

compound: C/C(CC(=O)NCC(C)C)=N\NC(=O)COc1cc(C)c(Br)cc1Br
  A: 1%; B: -22; C: ?; D: 63%[activator]; E: 1%; F: -5%

compound: CCSc1c(C(=O)NC)ccc2c1C(=O)c1ccccc1C2=O
  A: 7%; B: 28; C: -6%; D: -5%; E: ·; F: 1%

compound: COc1ccc(CCNCc2ccc(SC)cc2)cc1
  A: 21%; B: -20; C: -9%; D: -9%; E: 1%; F: 11%

compound: O=C(CCCn1c(=S)[nH]c2ccccc2c1=O)N1CCOCC1
  A: 8%; B: 4; C: -9%; D: 6%; E: -16%; F: 5%

compound: Cc1cccc(N(CC(=O)NCCSCc2ccc(Cl)cc2)S(C)(=O)=O)c1C
  A: ·; B: -14; C: 11%; D: ·; E: ·; F: -13%

compound: Cc1ccc(C(=O)NCCc2ccc(S(N)(=O)=O)cc2)cc1-n1cnc2cccnc21
  A: ·; B: ?; C: 0%; D: ·; E: ·; F: 1%

compound: COc1ccc(CNc2nc(-c3cccnc3)nn2S(C)(=O)=O)cc1
  A: -9%; B: -15; C: -3%; D: -2%; E: 1%; F: 34%

compound: COC(=O)c1ccc(N2C(=O)CC(SCCN)C2=O)cc1 (stereo unspecified)
  A: 10%; B: 58; C: ?; D: 8%; E: -8%; F: ?

A second format for part of the listing above:
Cn1ccc(C(=O)N/N=C/c2ccccc2[N+](=O)[O-])n1
  HCV inhibitor: 15%; HCMV antiviral: 72; AmpC detergent: 7%; AMA1-RON2 inh: 15%; FBPA Giardia inh: -17%; Sm TGR block: 0%

C/C(CC(=O)NCC(C)C)=N\NC(=O)COc1cc(C)c(Br)cc1Br
  HCV inhibitor: 1%; HCMV antiviral: -22; AmpC detergent: ?; AMA1-RON2 inh: 63%[activator]; FBPA Giardia inh: 1%; Sm TGR block: -5%

The listing continues:
Keys – A = HCV inhibitor; B = HCMV antiviral; C = AmpC detergent; D = AMA1-RON2 inh; E = FBPA Giardia inh; F = Sm TGR block
compound: COc1cccc(N2CCN(C(=O)c3ccc(NC(=O)c4nsc5ccccc45)cc3)CC2)c1
  A: ·; B: 65; C: -5%; D: ·; E: ·; F: 3%

compound: Nc1c(C(=O)O)sc2nc3c(cc12)CCCC3
  A: 12%; B: -5; C: 5%; D: 13%; E: -10%; F: 0%

compound: O=C(NCc1ccccc1)c1cccc(N2CCCS2(=O)=O)c1
  A: ·; B: 3; C: 3%; D: ·; E: ·; F: -1%

compound: O=C(c1cccc(NS(=O)(=O)c2cccc(F)c2)c1)N1CCCC1
  A: 12%; B: -20; C: 0%; D: -15%; E: -9%; F: 0%

compound: CCCc1ccc2oc(C(=O)N(C)Cc3cnccn3)c(C)c2c1
  A: 10%; B: 29; C: 6%; D: 7%; E: ·; F: ?

compound: CCOc1ccc(NC(=O)c2ccc(NC(=O)c3ccc(CN4CCOCC4)cc3)cc2)cc1
  A: ?; B: ?; C: 4%; D: 9%; E: 0%; F: 0%

compound: Cc1ccc(NC(=O)CSCC(=O)OC(C)C(=O)Nc2ccc(S(N)(=O)=O)cc2)c(C)c1 (stereo unspecified)
  A: -28%; B: -11; C: 0%; D: 12%; E: ·; F: -2%

compound: CC(C)c1nn2c(=O)cc(COC(=O)c3ccccc3Cl)nc2s1
  A: ·; B: -11; C: 4%; D: ·; E: ·; F: 12%

compound: O=C(C1CCC1)N1CCN(S(=O)(=O)c2ccc(Br)cc2Cl)CC1
  A: ?; B: -37; C: ?; D: -14%; E: ·; F: -10%

compound: Cc1cc(C)nc(N2CCCC(C(=O)Nc3nnc(C)s3)C2)n1 (stereo unspecified)
  A: ·; B: 40; C: ?; D: -4%; E: 2%; F: 3%

compound: CCc1c(C)nc(N)n2c(SCC(=O)N3CCCC(C)C3)nnc12 (stereo unspecified)
  A: 11%; B: 42; C: -9%; D: -3%; E: 0%; F: 0%

compound: COc1ccc(CCC(=O)Nc2ccc(OC)c(S(=O)(=O)N3CCCCC3)c2)cc1
  A: ?; B: -13; C: -3%; D: 1%; E: ·; F: -4%

compound: Cc1ccsc1C1C(C#N)=C(N)OC2=C1C(=O)CC(C)C2 (stereo unspecified)
  A: 22%; B: 69; C: -2%; D: 0%; E: -20%; F: 0%

compound: CCOc1ccc(Nc2ncnc3c2cnn3C)cc1
  A: -10%; B: -20; C: -3%; D: 1%; E: -1%; F: 17%

compound: O=C(Nc1cccc2ncccc12)c1ccc(F)cc1
  A: 0%; B: -64*; C: -12%; D: -5%; E: 3%; F: 0%

In another format: 2 of the compounds above
molecule: Cc1ccc(NC(=O)CSCC(=O)OC(C)C(=O)Nc2ccc(S(N)(=O)=O)cc2)c(C)c1 (stereo unspecified)
  HCV inhibitor = -28% | HCMV antiviral = -11 | AmpC detergent = 0% | AMA1-RON2 inh = 12% | FBPA Giardia inh = · | Sm TGR block = -2%

molecule: O=C(Nc1cccc2ncccc12)c1ccc(F)cc1
  HCV inhibitor = 0% | HCMV antiviral = -64* | AmpC detergent = -12% | AMA1-RON2 inh = -5% | FBPA Giardia inh = 3% | Sm TGR block = 0%

Following part
Keys – A = HCV inhibitor; B = HCMV antiviral; C = AmpC detergent; D = AMA1-RON2 inh; E = FBPA Giardia inh; F = Sm TGR block
compound: O=C1CC(c2nc3ccccc3[nH]2)CN1c1ccccc1F (stereo unspecified)
  A: 7%; B: 19; C: ?; D: 0%; E: 8%; F: -8%

compound: Cc1ccccc1C(=O)Oc1cc(-c2ccc3c(c2)OCO3)cc(=O)c2c(C)oc(C)c12
  A: ·; B: 15; C: 0%; D: ·; E: ·; F: ?

compound: CN1CCN(S(=O)(=O)c2ccc(NC(=S)NC(=O)C3CCCC3)cc2)CC1
  A: -3%; B: -23; C: 2%; D: -13%; E: 2%; F: -19%

compound: Cc1cc(Cl)ccc1C(=O)C1CCCN(Cc2ccon2)C1 (stereo unspecified)
  A: -10%; B: ?; C: 4%; D: -15%; E: -2%; F: 11%

compound: O=C(Nc1cccc(OCc2cc(=O)n3ccccc3n2)c1)c1ccccc1Br
  A: ·; B: -37; C: 3%; D: ·; E: ·; F: 4%

compound: Cc1noc(C)c1CSCC(=O)Nc1cc(Cl)ccc1N1CCOCC1
  A: ·; B: 0; C: 2%; D: -3%; E: 12%; F: 3%

compound: CCOC(=O)c1c(NC(=O)CSc2n[nH]c(CNc3ccccc3)n2)sc(C)c1C
  A: ?; B: -11; C: -4%; D: 15%; E: -3%; F: -12%

compound: CC(Sc1nnc(C2CC2)n1C)C(=O)Nc1ccc2c(c1)CCC2 (stereo unspecified)
  A: 1%; B: 32; C: 7%; D: -5%; E: ·; F: -2%

compound: CCc1c(C)nc(SCC(=O)Nc2ccc3c(c2)OCCO3)[nH]c1=O
  A: 1%; B: 27; C: 1%; D: 3%; E: 8%; F: -16%

compound: Cc1ccc(N2C(=O)CC(N3CCN(c4ccccn4)CC3)C2=O)cc1 (stereo unspecified)
  A: 11%; B: 0; C: 1%; D: -14%; E: 3%; F: ·

compound: Brc1ccc(-c2ccc(CNCCSc3nnnn3-c3ccccc3)o2)cc1
  A: ·; B: 20; C: 18%; D: ·; E: ·; F: 18µM*
